Screening results as filed in PubChem BioAssay.
pAkt inh: Akt phosphorylation inhibition. activity change, % for hits at 50 µM. Neuro2A IGF-stimulated pAkt S473 HTRF, 20 min; hits give low values. actives 0.32% (n = 360,000); in the data active = activity change below about -80%; inconclusive = mostly about -51% to -80%; note: % is set by controls: 0 for no effect and ±100 for the full control effect
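Single-point screen (50 µM final compound) in Neuro2A cells stimulated 20 min with 6 nM IGF at 37 deg C. After lysis, Ser473-phosphorylated Akt read by HTRF (ex 330 nm, em 615/665 nm) as the 665/615 ratio.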
Nrf2 ARE act: activators of Nrf2 (ARE) signaling | AREc32 ARE-luciferase reporter (MCF7-derived line), luminescence, 24 h | Potency, µM (doses to about 46.1 µM), for the others: at the highest dose activation, hits mostly activators | actives 0.31% (n = 410,000); note: potency is the fitted concentration of half-maximal effect; % of control where 0% means no effect; nearly all actives have a fitted effect of over 65% in size
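Reporter line AREc32 (ARE-Fluc), seeded overnight in OPTI-MEM with 5% FBS; compound pin-transferred, 24 hr at 37 deg C, 5% CO2; luminescent read-out.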
EPAC2 antag: EPAC2 (human) antagonism. AID 720708. Q8WZA2. Potency, µM (series often up to 114 µM), without a hit: top-dose activity, negative = inhibition, usual class: inhibitors. actives 0.18% (n = 360,000). EPAC2 GEF exchange of Rap1B-BODIPY-GDP, fluorescence; note: potency is the fitted concentration of half-maximal effect; % is set by controls: 0 for no effect and ±100 for the full control effect; nearly all actives have a fitted effect of over 45% in size; many of its hits are not listed in these tables
Target sequence (Q8WZA2 whole entry, looked up): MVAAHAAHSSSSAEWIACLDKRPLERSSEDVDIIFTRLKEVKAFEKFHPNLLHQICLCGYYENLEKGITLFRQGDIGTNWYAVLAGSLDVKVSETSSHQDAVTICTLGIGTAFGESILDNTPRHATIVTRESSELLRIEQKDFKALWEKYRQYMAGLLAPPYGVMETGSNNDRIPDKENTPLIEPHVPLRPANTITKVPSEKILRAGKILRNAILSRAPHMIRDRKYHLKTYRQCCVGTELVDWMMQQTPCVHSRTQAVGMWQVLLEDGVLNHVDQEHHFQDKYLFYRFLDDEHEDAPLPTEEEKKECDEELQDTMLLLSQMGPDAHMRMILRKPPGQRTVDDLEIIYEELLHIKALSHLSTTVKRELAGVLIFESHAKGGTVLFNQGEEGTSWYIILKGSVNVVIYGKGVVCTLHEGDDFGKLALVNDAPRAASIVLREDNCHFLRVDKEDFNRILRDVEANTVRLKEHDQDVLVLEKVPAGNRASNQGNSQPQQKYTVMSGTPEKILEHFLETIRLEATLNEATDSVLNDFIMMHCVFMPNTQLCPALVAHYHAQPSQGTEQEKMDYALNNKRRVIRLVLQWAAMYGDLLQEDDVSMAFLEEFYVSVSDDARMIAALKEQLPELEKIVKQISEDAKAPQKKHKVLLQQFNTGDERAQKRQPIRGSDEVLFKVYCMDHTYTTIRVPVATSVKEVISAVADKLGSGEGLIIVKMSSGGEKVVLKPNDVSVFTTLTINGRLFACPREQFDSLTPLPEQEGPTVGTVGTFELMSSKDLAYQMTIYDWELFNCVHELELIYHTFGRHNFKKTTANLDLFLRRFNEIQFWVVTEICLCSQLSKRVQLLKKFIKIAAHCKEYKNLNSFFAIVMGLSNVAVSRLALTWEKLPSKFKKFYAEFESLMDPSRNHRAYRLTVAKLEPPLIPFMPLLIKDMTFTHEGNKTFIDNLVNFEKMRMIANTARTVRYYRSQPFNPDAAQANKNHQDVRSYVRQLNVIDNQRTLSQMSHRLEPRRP
MmCpn inh: M. maripaludis TRiC chaperonin inhibition; purified Mm-Cpn ATPase, ADP Transcreener TR-FRET; Potency, µM (titrated, usually from 76.9 µM), inactives show top-dose activity, negative = inhibition, actives largely listed as inhibitors; actives 0.031% (n = 330,000); AID 504842; note: potency is the fitted concentration of half-maximal effect; % is set by controls: 0 for no effect and ±100 for the full control effect; nearly all actives have a fitted effect of over 80% in size
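ATP (10 uM final) was added to archaeal chaperonin (25 nM final) after 10 min exposure to test compound at 37°C; after 30 min further incubation, ADP was detected by competitive TR-FRET.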
A549 tox: kills or reduces viability of A549 cells in Nrf2 counter-screen; A549 ARE-Fluc cells, CellTiter-Fluor viability, 18-24 h; Potency, µM (series often up to 46 µM), inactives show at the highest dose activity change, negative = cytotoxicity, hits mostly inhibitors; actives 0.16% (n = 390,000); AID 504648; note: potency is the fitted concentration of half-maximal effect; % is set by controls: 0 for no effect and ±100 for the full control effect
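Cytotoxicity counterscreen: CellTiter-Fluor fluorescence was measured in A549 ARE_Fluc cells after 18-24 h of compound exposure in a concentration series. The subsequent BugLite luminescent read reports ARE-luciferase activity.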
Nrf2 block: inhibitors of Nrf2 signaling; A549 ARE-Fluc reporter, luciferase luminescence, 18-24 h; Potency, µM (highest dose often 46 µM), for inactives: at the highest dose activity change, negative = inhibition, most hits filed as inhibitors; actives 2.1% (n = 360,000); AID 504444; note: potency is the fitted concentration of half-maximal effect; % is set by controls: 0 for no effect and ±100 for the full control effect; nearly all actives have a fitted effect of over 60% in size
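A549 ARE_Fluc cells (5000/well, 5% FBS OPTI-MEM) pre-incubated 2 h, then treated with compounds 18-24 h at 37C/5% CO2 in concentration-response. CellTiter-Fluor viability read first; BugLite luciferase luminescence after 15 min at room temperature gives Nrf2 activity.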
TGFb SMAD3 inh: TGF-b pathway inhibition | Potency, µM (titrated, usually from 46.1 µM), inactives show at the highest dose activity, negative = inhibition, hits mostly inhibitors | HepG2 CAGA-GFP TGF-b/SMAD3 reporter, GFP fluorescence, 18 h; TGF-beta stimulated, 500 pg/mL final | AID 588855 | actives 1.2% (n = 410,000); note: potency is the fitted concentration of half-maximal effect; % is set by controls: 0 for no effect and ±100 for the full control effect; nearly all actives have a fitted effect of over 65% in size
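HEPG2 CAGA-GFP cells (1000/well, DMEM with 1% FBS) were pre-incubated 2 h at 37 degrees C, given compound by pin tool, then stimulated with TGF-beta at 500 pg/mL final for 18 h before per-cell GFP fluorescence imaging.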
CCT modulator: changes cytosolic chaperonin activity | purified chaperonin ATPase assay, HTRF ADP detection, 30 min | activity change, % (concentration not given with the values), hits read low | actives 0.3% (n = 360,000) | AID 651819; in the data active = activity change below about -30%; note: % is set by controls: 0 for no effect and ±100 for the full control effect
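Nucleotide hydrolysis assay: TRiC at 20–40 nM final (set by batch activity) with 10 uM ATP, 30 min at 37 °C, in presence of 76 uM compound. Detection by competitive ADP HTRF, 30 min ambient.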
EPAC2 ag: activates human EPAC2 exchange factor; Potency, µM (doses to about 154 µM), inactives show at the top dose activation, actives largely listed as activators; AID 720711; actives 0.079% (n = 360,000); Q8WZA2; EPAC2 activation, biochemical qHTS; response scale: 100% = 6.5 mM cAMP response; note: potency is the fitted concentration of half-maximal effect; nearly all actives have a fitted effect of over 50% in size
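Exchange assay: 100 nM EPAC2 with 250 nM Rap1B-BODIPY-GDP and 50 uM GDP. Fluorescence (ex 480/em 540 nm) read every 5 min for 30 min at room temperature. Data normalized to 6.5 mM cAMP as agonist control.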
* marks the source's active call; other numbers are inactive results; i = inactive; u = inconclusive; x = not tested or not shown; [ ] = remark or other dose. Unless noted, calls come from the whole dose curve; as a rule, active = well fitted curve in the direction sought with a large enough effect; inconclusive = small, poorly fitted or top-dose-only effect, or another doubt; inactive = no such curve, though single readings can be large; an effect the other way counts as inactive or inconclusive. Not all compounds are listed; the hit share may differ from the screen's.

entry	SMILES	TGFb SMAD3 inh	MmCpn inh	EPAC2 ag	CCT modulator	EPAC2 antag	A549 tox	pAkt inh	Nrf2 ARE act	Nrf2 block
1	Cc1nc2c([nH]c3ccc(Br)cc32)s1	-2%	1%	-1%	-2.1	4%	-8%	i	4.6%	7%
2	COc1ccc(-c2c(C)cc3oc(=O)cc(-c4ccccc4)c3c2C)cc1C=O	u	2%	15%	-0.4	-17%	10%	i	0.5%	u
3	Cc1ccc(CC2(OCCN(C)C)CCC(C(C)(C)C)CC2)cc1 (stereo not drawn)	u	x	-10%	0.2	-8%	0%	i	-2.2%	1%
4	COC(=O)COc1cccc(NC(=O)COc2ccccc2)c1	9%	-2%	1%	-0.1	-6%	-3%	i	0.1%	-8%
5	Cc1cccc(N2CCN(C(=O)c3cccc(N4C(=O)C5CC=CC(C)C5C4=O)c3)CC2)c1C (stereo not drawn)	u	0%	1%	-2.0	-6%	-13%	i	0.7%	x
6	NC(=O)CC(NC(=O)Cc1cccc2ccccc12)c1ccc(N2CCN(c3ccccn3)CC2)c([N+](=O)[O-])c1 (stereo not drawn)	u	0%	10%	-2.0	5%	0%	i	0.3%	1%
7	CC(C)C(=O)Nc1c(-c2ccccc2F)c(=O)c2ccccc2n1C	17%	0%	6%	-1.5	5%	-1%	i	-1.0%	7%
8	c1ccc(CNCc2ccc(CNCc3ccccc3)cc2)cc1	4%	x	-1%	-0.5	1%	x	i	2.4%	x
9	CN(C)c1ccc(-c2nnn(Cc3ccccc3Br)n2)cc1	4%	-3%	13%	-7.3	-11%	1%	i	2.5%	18%
10	CCN(CC)C(=O)c1nc[nH]c1C(=O)N(CC)CC	u	0%	10%	-0.2	-3%	3%	i	-0.9%	3%
11	CC1CCN(c2oc(-c3cccc4ccccc34)nc2C#N)CC1	2%	0%	6%	2.9	9%	-3%	i	3.1%	u
12	Cc1csc(SCC(=O)NC2CCS(=O)(=O)C2)n1 (stereo not drawn)	16%	0%	9%	-0.4	-6%	9%	i	4.7%	1%
13	O=C(Nn1c(O)c(C=C2N=c3ccccc3=N2)sc1=S)c1ccccc1	-5%	-7%	7%	-0.9	-6%	-11%	i	4.2%	-20%
14	O=C1NC2(CCCCC2)OC12CCCCC2	-14%	x	3%	0.5	9%	-3%	i	-0.2%	4%
15	S=C1NCCN1CC1CCN(CCC23CC4CC(CC(C4)C2)C3)CC1	1%	x	5%	-0.8	-4%	-1%	i	-0.8%	20%

Among those listed so far, these contain sulfur:
entry	SMILES	TGFb SMAD3 inh	MmCpn inh	EPAC2 ag	CCT modulator	EPAC2 antag	A549 tox	pAkt inh	Nrf2 ARE act	Nrf2 block
1	Cc1nc2c([nH]c3ccc(Br)cc32)s1	-2%	1%	-1%	-2.1	4%	-8%	i	4.6%	7%
12	Cc1csc(SCC(=O)NC2CCS(=O)(=O)C2)n1 (stereo not drawn)	16%	0%	9%	-0.4	-6%	9%	i	4.7%	1%
13	O=C(Nn1c(O)c(C=C2N=c3ccccc3=N2)sc1=S)c1ccccc1	-5%	-7%	7%	-0.9	-6%	-11%	i	4.2%	-20%
15	S=C1NCCN1CC1CCN(CCC23CC4CC(CC(C4)C2)C3)CC1	1%	x	5%	-0.8	-4%	-1%	i	-0.8%	20%

(cont.)
entry	SMILES	TGFb SMAD3 inh	MmCpn inh	EPAC2 ag	CCT modulator	EPAC2 antag	A549 tox	pAkt inh	Nrf2 ARE act	Nrf2 block
16	CC(C)c1ccc(S(=O)(=O)NC2CCCC2)cc1	u	1%	-2%	0.8	-15%	1%	i	0.2%	u
17	O=C(CS(=O)(=O)c1ccccc1)Nc1ccc(S(=O)(=O)Nc2ncccn2)cc1	14%	1%	4%	0.5	11%	-10%	i	0.0%	1%
18	COc1ccc(NS(=O)(=O)c2ccc(C(=O)N3CCCCCC3)cc2)cc1	u	0%	-3%	-0.3	2%	-24%	i	2.2%	u
19	C/C(=N/NS(=O)(=O)c1cc(C)ccc1C)c1ccncc1	0%	1%	9%	1.4	-1%	-1%	i	0.1%	-16%
20	CCC(C)N=CC1=C(O)CC(c2ccccc2)CC1=O (stereo not drawn)	23%	u	8%	0.8	-7%	-4%	i	1.5%	3%
21	CCN(CC(=O)Nc1c(F)cccc1F)C(=O)c1ccc(C)c(S(=O)(=O)N2CCCCC2)c1	11%	0%	4%	0.7	6%	-7%	i	0.2%	-15%
22	O=c1[nH]c(C2CCN(S(=O)(=O)Cc3ccccc3)CC2)nc2c1nnn2Cc1ccccc1Cl	-4%	0%	3%	1.1	-17%	-10%	i	-0.5%	u
23	COC(=O)CSc1nc(N2CCOCC2)c2c(c1C#N)CC(C)(C)N(C)C2	-23%	-5%	2%	0.1	0%[57.1 µM]	3%	i	0.0%	u
24	COc1cc(S(=O)(=O)N2CCN=C2c2ccccc2)ccc1F	-18%	1%	-2%	-2.4	6%	-2%	i	-0.3%	-25%
25	COc1cc(C(=O)OCCNC(=O)c2cccnc2)cc(OC)c1OC	10%	-1%	0%	3.4	-4%	0%	i	2.2%	-2%
26	CC1CCCC(C)N1C(=O)c1ccccc1Nc1ccc(SC(F)F)cc1 (stereo not drawn)	u	3%	0%	-1.7	u	-27%	i	3.3%	u
27	Nc1nc(-c2ccc(Cl)cc2)c(N=Nc2ccc(S(=O)(=O)N3CCOCC3)cc2)s1	2%	-4%	6%	-1.9	-6%	u	i	0.1%	-11%
28	O=C1OC(N2C(=O)CC[C@H]2C(=O)Nc2ccc(Br)cc2F)c2ccccc21 (stereo partly drawn)	35%[activator]	-1%	4%	-2.0	18%	3%	i	-1.5%	-6%
29	Cc1nc(C)c(C(=O)NNS(=O)(=O)c2ccc3ccccc3c2)s1	0%	0%	-5%	-0.1	1%	-14%	i	-0.6%	9.2µM*
30	COc1ccc(NC(=O)CCCSc2nc(-c3ccco3)cc(C(F)(F)F)n2)cc1	-13%	x	x	x	x	-8%	x	0.6%	u

Filtered by structure: those above with a Cl atom
entry	SMILES	TGFb SMAD3 inh	MmCpn inh	EPAC2 ag	CCT modulator	EPAC2 antag	A549 tox	pAkt inh	Nrf2 ARE act	Nrf2 block
22	O=c1[nH]c(C2CCN(S(=O)(=O)Cc3ccccc3)CC2)nc2c1nnn2Cc1ccccc1Cl	-4%	0%	3%	1.1	-17%	-10%	i	-0.5%	u
27	Nc1nc(-c2ccc(Cl)cc2)c(N=Nc2ccc(S(=O)(=O)N3CCOCC3)cc2)s1	2%	-4%	6%	-1.9	-6%	u	i	0.1%	-11%

Remaining list, next part.
entry	SMILES	TGFb SMAD3 inh	MmCpn inh	EPAC2 ag	CCT modulator	EPAC2 antag	A549 tox	pAkt inh	Nrf2 ARE act	Nrf2 block
31	COCCCNC(=S)NCCc1ccc(F)cc1	-6%	1%	8%	-0.8	4%	11%	i	0.6%	-7%
32	CCn1cc(Br)c(C(=O)Nc2ccccc2C(=O)OC)n1	1%	1%	10%	-6.2	-18%	15%	i	30%	19%
33	COC(=O)c1ccccc1NC(=O)C1CC(=O)N(c2ccc(C)cc2)C1 (stereo not drawn)	0%	1%	10%	-2.5	-2%	-29%	i	-0.9%	u
34	N#C/C(=C\c1ccc(N2CCOCC2)cc1)c1ccccc1	0%	0%	10%	0.9	-1%	6%	i	3.8%	u
35	COc1ccc(CN(C(C)=O)c2cccc(C)c2C)cc1	-26%	1%	7%	-0.1	0%	-15%	i	0.4%	-8%
36	CCOC(=O)[C@@H]1[C@H]2COc3ccc(Br)cc3[C@H]2N2C(=O)N(c3ccc(Cl)cc3)C(=O)[C@@]12C	u	-9%	-6%	-1.2	14%	-6%	i	-0.4%	6%
37	COc1ccc(N=C2SC(C(=O)N3CCN(c4ccc([N+](=O)[O-])cc4)CC3)CC(=O)N2C)cc1 (stereo not drawn)	3%	-2%	3%	-2.9	3%	-14%	i	-1.7%	-6%
38	COc1cc(C)c(NC(c2ccccc2)c2ccccc2)cc1OC	-15%	-1%	3%	0.9	u	2%	i	4.8%	-25%
39	COc1ccc(N(C(=O)c2ccco2)C(C(=O)NC2CCCC2)c2ccncc2)cc1OC (stereo not drawn)	12%	1%	2%	0.2	6%	-8%	i	5.6%	1%
40	O=C(/C=C/c1ccc([N+](=O)[O-])cc1)N1CCN(c2ccccc2F)CC1	1%	0%	2%	-2.4	10%	-1%	i	-0.1%	u
41	CC(C)Cn1c(=O)c2sccc2n2c(CCCC(=O)NCCc3ccc(Cl)cc3)nnc12	u	x	x	x	x	6%	x	3.5%	-16%
42	CCCCNc1nc2c(S(=O)(=O)c3ccc(Cl)cc3)nnn2c2ccsc12	22%	x	x	x	x	0%	x	-0.2%	-10%
43	CC(NC(=O)Cc1cccs1)c1ccncc1 (stereo not drawn)	-18%	-8%	8%	-1.6	0%	-1%	i	-0.1%	-1%
44	O=C(Cn1c(=O)n(Cc2ccco2)c(=O)c2c3c(sc21)CCCC3)Nc1ccccc1	8%	-3%	11%	1.0	-1%	-15%	i	0.4%	-14%
45	N#Cc1ccsc1NC(=O)C1CC(=O)N(Cc2ccccc2)C1 (stereo not drawn)	11%	0%	3%	-2.4	0%	0%	i	0.2%	3%
46	O=C(NCS(=O)(=O)c1ccccc1)c1ccccc1	-2%	2%	1%	-14	7%	-4%	i	-0.4%	10%
47	Cc1ccc2nc(-c3ccc(C)s3)c(Nc3ccc4c(c3)OCCO4)n2c1	-4%	x	x	x	x	-2%	x	4.5%	7%

A second format for part of the listing above:
Below each compound: TGFb SMAD3 inh | MmCpn inh | EPAC2 ag | CCT modulator | EPAC2 antag | A549 tox | pAkt inh | Nrf2 ARE act | Nrf2 block
41) CC(C)Cn1c(=O)c2sccc2n2c(CCCC(=O)NCCc3ccc(Cl)cc3)nnc12
 : u | x | x | x | x | 6% | x | 3.5% | -16%
39) COc1ccc(N(C(=O)c2ccco2)C(C(=O)NC2CCCC2)c2ccncc2)cc1OC (stereo not drawn)
 : 12% | 1% | 2% | 0.2 | 6% | -8% | i | 5.6% | 1%
